High-throughput results deposited in PubChem by Sanford-Burnham Center for Chemical Genomics.
EphA4 KYL inhibition – inhibitors of EphA4 binding to KYL peptide, primary screen, biochemical, colorimetric, mouse EphA4 (AID 689) | EphA4-AP binding to KYL peptide, pNPP A405; higher % means a stronger effect | inhibition, % at 10 µM; hits with a dose series show IC50 in µM | 62,000 compounds, 0.1% hits; in the data active means a potency from the dose series; inactive means the rest, 99 in 100 with inhibition below about 22%
An asterisk follows results filed as active; & = joins results of further samples. Only part of the results is shown (hit frequency here may not be typical).

Start of the data: the first 5 records as a preview:
Structure,EphA4 KYL inhibition
CC1(C)Cc2c(sc3c2c(=N)n(Cc2ccco2)c(=O)n3Cc2ccc(Cl)cc2)CO1,-4.2%
O=C(COC(=O)Cc1ccc(S(=O)(=O)N2CCOCC2)s1)NCCc1ccccc1,7.4%
O=C(/C=C/c1ccccc1)NNC(=O)c1cccc(Cl)c1,-9.2%
Cc1ccc(-c2nc3cc(Cl)ccc3o2)cc1NC(=O)c1ccc2c(c1)OCCO2,3.0%
CCN1CCC2(CC1)CC1CC3C=CC1(CN2C(C)=O)O3 (stereo not drawn),-6.6%

All compounds of this part, repeating the preview:
Structure,EphA4 KYL inhibition
CC1(C)Cc2c(sc3c2c(=N)n(Cc2ccco2)c(=O)n3Cc2ccc(Cl)cc2)CO1,-4.2%
O=C(COC(=O)Cc1ccc(S(=O)(=O)N2CCOCC2)s1)NCCc1ccccc1,7.4%
O=C(/C=C/c1ccccc1)NNC(=O)c1cccc(Cl)c1,-9.2%
Cc1ccc(-c2nc3cc(Cl)ccc3o2)cc1NC(=O)c1ccc2c(c1)OCCO2,3.0%
CCN1CCC2(CC1)CC1CC3C=CC1(CN2C(C)=O)O3 (stereo not drawn),-6.6%
COc1cc2c(cc1OC)C(C(=O)NCCN1CCOCC1)C1c3ccccc3CCN1C2=O (stereo not drawn),-7.8%
O=C1CC(Nc2ccc(F)cc2)C(=O)N1c1ccccc1Cl (stereo not drawn),-8.2%
Nn1c(SCC(=O)Nc2cccc(F)c2)nnc1C1CCCCC1,-2.9%
O=C(NCc1ccc(N2CCCC2=O)cc1)c1cn(Cc2ccccc2)nn1,-12.1%
Cc1ccnc(NS(=O)(=O)c2ccc(NC(=O)c3cc(-c4ccccc4)nc4ccccc34)cc2)n1,13.8%
O=c1cc(O)n(-c2ccccc2F)c(=S)[nH]1,6.9%
O=C(CSc1nnc(CNc2ccc(Cl)cc2)o1)Nc1nc2ccccc2s1,-11.4%
Cc1ccc(S(=O)(=O)Oc2ccc(/C=C(/NC(=O)c3ccccc3)C(=O)Nc3ccccc3)cc2)cc1,6.4%
COc1ccc(CCNC(=O)C2CCN(S(=O)(=O)N3CCOCC3)CC2)cc1OC,6.9%
Cc1cccn2c(=O)c3cc(C#N)c(=O)n(Cc4cccnc4)c3nc12,0.4%
O=C(NCCN1CCOCC1)c1cc2cc(Br)ccc2oc1=O,-9.6%
CC(C)(C)NS(=O)(=O)c1ccc(NS(=O)(=O)c2ccc(F)cc2)cc1,-11.6%
Clc1cccc(Oc2cnc3ccccc3n2)c1,-11.1%
Cc1cc([N+](=O)[O-])ccc1NCc1ccccc1,-5.7%
Cc1cc(C)cc(N(CC(=O)N2CC=C(c3ccccc3)CC2)S(=O)(=O)c2c(C)noc2C)c1,6.9%
Cc1oc(=O)c(NC(=O)c2ccc(Cl)cc2)cc1C(=O)c1ccccc1,-6.3%
CC(C)C(=O)Nc1ccc(NC(=O)c2cccnc2)cn1,-8.8%
O=C(COC(=O)Cc1ccsc1)NCC1CCCCC1,-10.3%
CCOC(=O)C1=C(C)N=C2SC(C(=O)OC)=CC(=O)N2C1c1ccc(F)cc1 (stereo not drawn),-6.3%
CCCCNC(=O)c1onc(CSc2cc(C)ccc2C)c1C(=O)O,-6.3%
Cc1ccc(C(=O)N(CC(=O)NC2CCCCC2)c2ccccc2C)s1,-8.8%
O=C(CN(c1ccc(Cl)c(Cl)c1)S(=O)(=O)c1ccccc1)N1CCc2ccccc2C1,-4.5%
COc1cccc(C2NC(CCSC)(C(=O)O)C3C(=O)N(C(C)C)C(=O)C23)c1O (stereo not drawn),-10.3%
Cc1cc(CCN2CCC(=O)NC2=S)ccc1OC(C)C,-10.2%
CCCCn1c(CN2CCN(C(=O)OCC)CC2)nc2c1c(=O)n(C)c(=O)n2C,-8.3%
Cc1cnc(C(=O)OCC(=O)NC(=O)NC(C)C)cn1,-9.5%
O=C(c1cccc(F)c1)N1CCN(C(=O)C2CC2)CC1,-11.9%
COc1ccc(Cl)cc1-c1nc(-c2ccc(Br)o2)no1,-9.5%
CCCC1=C(C(=O)OCC)C(c2cc(Cl)cc(OC)c2OCc2ccccc2)NC(=O)N1 (stereo not drawn),-15.4%
O=C(c1ccco1)N1CCN(C(=O)c2oc(=O)c3ccccc3c2-c2ccccc2)CC1,-1.1%
CCN1CCN(C(c2cccs2)C(C)NS(=O)(=O)c2ccc(Br)cc2)CC1 (stereo not drawn),-12.5%
O=CNC1CCCc2c1[nH]c1ccc(Cl)cc21 (stereo not drawn),13.3%
CCOc1cccc(C(=O)Nc2cccnc2)c1,0.8%&1.2%
Cc1nc(CCN2C(=O)c3ccccc3C2=O)cs1,-1.8%
CCN(CC)c1cc(C(F)(F)F)nc(-c2ccccn2)n1,-10.3%
CCCc1cc(=O)[nH]c(SCC(=O)N(CC)Cc2ccccc2)n1,-11.1%
CN(C)C1NC(=O)c2cc(-c3ccccc3)sc2N1 (stereo not drawn),15.8%
COC(=O)c1ccc(NC(C)=O)o1,-11.0%
CCOC(=O)c1sc2nc(-c3ccco3)c3c(c2c1N)CC(C)(C)OC3,24.3%
Cc1nc(N2CCCC2)c2nnn(Cc3ccccc3Cl)c2n1,-6.7%
CCOc1cc(C(=O)NCCOC)cc(OCC)c1OCC,-3.2%
Cc1cc(C)n(CC(O)COCc2ccccc2)n1 (stereo not drawn),4.7%
CC(C)n1nnnc1-c1cccc(Cl)c1,4.3%
CCOC(=O)C1CCN(c2c(NCc3ccc(C(=O)NCCOC)cc3)c(=O)c2=O)CC1,-3.7%
O=C1c2ccccc2/C(=N/N=C/c2cccs2)C1C(=O)C(c1ccccc1)c1ccccc1 (stereo not drawn),7.7%
Cc1nc(SCC(N)=O)[nH]c(=O)c1Cc1ccc(OC(C)C)cc1,-0.6%
O=C(Nc1ccc2oc(-c3cccnc3)nc2c1)c1cc2ccccc2o1,-5.2%
O=C(CSCc1ccccc1)N/N=C/c1ccccc1OCc1ccccc1,14.3%
O=C(Nc1ccc2c(c1)OCCO2)C(c1ccc(F)cc1)N1CCCCC1 (stereo not drawn),-11.3%
CC1CCN(CCC(=O)N2CCCc3c2c(=O)oc2ccc(O)cc32)CC1,-9.9%
O=C1NC(=O)N(c2ccc(Cl)cc2)C(=O)/C1=C/c1ccc(-c2ccc(Cl)c(C(=O)O)c2)o1,-6.4%
Cc1noc(C(=O)Nc2cccnc2)c1Cl,-8.1%
COC(=O)C1=C(C)N(c2cc(Cl)cc(Cl)c2)C(=O)C1,4.1%
O=C1NC(c2ccc3c(c2)OCO3)Oc2ccccc21 (stereo not drawn),-2.5%
COc1ccc2c(c1)CC(C1(O)C(=O)Nc3ccccc31)C2=O (stereo not drawn),-4.2%

More structures
Structure,EphA4 KYL inhibition
O=C(NCC1CCCO1)c1onc(CSc2ccc(Cl)cc2)c1C(=O)O (stereo not drawn),-8.5%
CNc1nc(-c2ccc(Cl)cc2)cs1,3.0%
Cc1ccccc1CS(=O)(=O)Cc1ccc(C(=O)NCc2cccnc2)o1,-8.6%
Clc1ccc(OCCCc2nc(-c3cccnc3)no2)c(Cl)c1,-5.2%
O=C(Nc1ccc2ccccc2c1)c1ccc2c(c1)C(=O)N(N1C(=O)c3ccccc3C1=O)C2=O,-5.2%
CCOC(=O)CNC(=O)c1cc([N+](=O)[O-])ccc1Cl,-22.9%
O=C1CC(Cc2ccc(Br)cc2)C(=O)N1Cc1ccccc1 (stereo not drawn),0.0%
CCOC(=O)CC(=O)CSc1nc2ccccc2c(=O)n1-c1ccc(C(=O)N2CCOCC2)cc1,-3.3%
COCCNC(=O)C(c1ccc(C)o1)N(C(=O)c1snc(C(N)=O)c1N)c1cc(C)cc(C)c1 (stereo not drawn),-8.2%
c1ccc(C2=Nn3c(nnc3-c3ccccn3)SC2)cc1,-9.2%
CCc1ccccc1NC(=O)c1cccs1,-2.3%
C=CCn1sc(N)c(C(=O)OCC)c1=S,13.9%
CC/C(=N\N=C(/CC)c1ccccc1N)c1ccccc1N,1.2%
O=C(CN1C(=O)C2CC=CCC2C1=O)Nc1nnc(SCc2ccc(Cl)cc2)s1 (stereo not drawn),-2.4%
Cc1c(/C(O)=C2\C(=O)C(=O)N(CCCN(C)C)C2c2ccncc2)cnn1-c1ccccc1 (stereo not drawn),-4.5%
CCOC(=O)N1CCC(NC(=O)C(NC(=O)C2CCC(C)CC2)C(C)CC)CC1 (stereo not drawn),-14.0%
CC(C)CC(=O)Nc1sc2c(c1C#N)CC(C)(C)NC2(C)C,17.7%
COc1cc(C2N(c3ccc(F)cc3)C(=O)C3CCCN32)cc(OC)c1OC (stereo not drawn),-11.7%
COc1ccc(N2CCN(C(c3nnnn3CCc3ccccc3)C(C)C)CC2)cc1 (stereo not drawn),4.7%
COc1ccc(-c2cc(C(=O)N3CCN(C(c4ccccc4)c4ccccc4)CC3)no2)cc1OC,4.6%
CCCCCCCOC1(c2ccccc2)OC(=O)c2ccccc21 (stereo not drawn),-1.7%
COc1cc(C)nc(N2CCC(C(N)=O)CC2)n1,-17.0%
Cc1ccc(CNC(=O)CSc2nnnn2C)cc1,-6.5%
CN(C)c1ccc(C(=O)OCC(=O)Nc2ccc(S(N)(=O)=O)cc2)cc1,-3.5%
COc1ccc(C(C(=O)NC2CCCCC2)N(C(=O)c2sc(C)nc2C)c2ccc(OC)cc2)cc1 (stereo not drawn),-5.8%
O=C(CS(=O)(=O)Cc1ccccc1)Nc1ccc(S(=O)(=O)N2CCCCCC2)cc1,-6.3%
COc1ccc(OC)c(C(c2nnnn2CCC(C)C)N2CCN(C(=O)c3ccco3)CC2)c1 (stereo not drawn),-10.3%
CCS(=O)(=O)N1CCC(NC(C)=O)(c2ccccc2)CC1,-0.6%
CC(C)COC(=O)n1ccc(C(=O)N2CCCCC2)n1,-1.6%
CCOC(=O)CC1=CC(=O)Nc2ccccc2N1,11.9%
COc1ccc2oc(C(=O)C3CC3)c(N)c2c1,-22.8%
CN(c1ccccc1)c1nc(N2CCCC2)nc(-n2ccnc2)n1,-8.8%
CC(=O)c1ccc(NC2CC(O)C(O)CO2)cc1 (stereo not drawn),-8.3%
COc1ccc(N2CC(C(=O)NC3CC(C)(C)NC(C)(C)C3)CC2=O)cc1 (stereo not drawn),-5.1%
COC(=O)c1sc(Nc2ccccc2)nc1C,2.7%
O=C1N=c2ccccc2=C1c1sc(=S)n(C(Cc2ccccc2)C(=O)O)c1O (stereo not drawn),9.2%
COc1ccc(NC(=O)c2ccco2)cc1NC(=O)c1cc2ccccc2o1,-0.4%
O=C(O)C1=C(C(=O)N2CCN(C(=O)c3ccco3)CC2)CCCC1,6.6%
Cc1cc(C)cc(NC(=O)C(=O)NCCc2ccccc2)c1,-18.0%
Cc1sc(NC(=O)CSc2nnc(COc3ccc(Cl)cc3)n2C)c(C#N)c1C,-9.3%
CCOC(=O)c1nnn(-c2nonc2N)c1CN1CCCCCC1,-7.9%
Cc1ccc(-n2ncc3c(=O)n(CC#N)cnc32)cc1C,3.6%
COC(=O)c1ccccc1NC(=O)Cn1c(=O)oc2ccc(Cl)cc21,-8.8%
CCn1c(SCc2ccccc2)nnc1C1CCN(S(=O)(=O)c2ccc(OC)cc2)CC1,7.6%
O=S(=O)(Nc1ccc(-c2cn3ccsc3n2)cc1)c1ccc2c(c1)OCCO2,-9.6%
O=C1N(Cc2ccc(F)cc2Cl)c2ccccc2C12OCCCO2,3.7%
OC(c1ccccc1)(c1ccc(F)cc1)C(c1ccccc1)N1CCOCC1 (stereo not drawn),-9.5%
COc1ccc2cc(CN(C(=O)Nc3ccccc3)C3CCCC3)c(=O)[nH]c2c1,0.6%
NC(=O)NC(CC(=O)OCC(=O)NC(=O)NCc1ccco1)c1ccc(Cl)cc1 (stereo not drawn),4.3%
COc1cccc(-n2c(Cc3cc(=O)[nH]c(=O)[nH]3)nnc2SCC(=O)N2CCCCC2)c1,3.2%
Cc1ccccc1-n1c(C)n[nH]c1=S,-14.0%
CCCCc1nn(-c2cc(Cl)ccc2OC)c2c1C(=O)CCC2,2.9%
COc1ccc(S(=O)(=O)N(CCc2ccccc2)CC(=O)Nc2cccc3ccccc23)cc1,-6.1%
CN(C)/C=C(\C#N)C(=O)Nc1ccc(F)cc1,-19.0%
CC(C)(C)OC(=O)N1CCC(c2c(C(=O)O)cnn2-c2ccc(Cl)cc2)CC1,3.2%
CCOc1ccc(-c2nnc(-c3ccncc3)o2)cc1,-3.5%
O=C(CC12CC3CC(CC(C3)C1)C2)NC1CCCCC1,-1.0%
CCC(=O)NCC(c1cccs1)N1CCOCC1 (stereo not drawn),-10.8%
Cc1oc(C(C)(C)C)cc1C(=O)Nc1cccc(/C=C/C(=O)O)c1,1.0%
O=C(NCCc1nc2ccccc2[nH]1)c1ccco1,-9.9%

The list goes on.
Structure,EphA4 KYL inhibition
Cc1ccc(NC(CC(=O)O)C(=O)O)cc1 (stereo not drawn),0.7%
Cc1csc(NC(=O)NC2(C(F)(F)F)Oc3ccccc3O2)n1,16.2%
Cc1ccsc1C(=O)OCC(=O)N1CC(=O)Nc2ccccc21,-12.2%
COc1cc(OC)cc(OCC(O)Cn2ccnc2)c1 (stereo not drawn),-12.4%

In another format: results already given.
| EphA4 KYL inhibition | mol |
| --- | --- |
| 0.7% | Cc1ccc(NC(CC(=O)O)C(=O)O)cc1 (stereo not drawn) |
| 16.2% | Cc1csc(NC(=O)NC2(C(F)(F)F)Oc3ccccc3O2)n1 |
| -12.2% | Cc1ccsc1C(=O)OCC(=O)N1CC(=O)Nc2ccccc21 |
| -12.4% | COc1cc(OC)cc(OCC(O)Cn2ccnc2)c1 (stereo not drawn) |
